Compound activity from PubChem BioAssay.
AGP1-GFP MLPCN – modulators of AGP1-GFP expression in yeast TOR pathway, primary screen, cell-based, multiplex flow cytometry, S. cerevisiae, MLPCN library; 0.02% of 320,000 active; 3 h; GFP as percent of DMSO wells; AID 2066, 2009; GFP response vs DMSO, % at 10 µM;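 active = GFP response relative to DMSO above a set limit, near screen average plus 3 SD, cut at about 150% in these data; inconclusive = fewer than 70 cells counted for the yeast strain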;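 also: median GFP channel fluorescence of the gated AGP1 strain per well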
CIT2-GFP yeast – modulators of CIT2-GFP expression in yeast, primary screen, S. cerevisiae, GFP fusion, multiplex flow cytometry, MLPCN library; AID 2029, 2009; 0.065% of 320,000 active; GFP response vs DMSO, % at 10 µM; S. cerevisiae CIT2-GFP strain, 3 h; 100 means same as DMSO wells;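 active = GFP response relative to DMSO above a set limit, near the screen mean plus 3 SD, cut at about 150% in these data; inconclusive = Fewer than 70 cells measured for a yeast strain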;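 also: ratio of well median GFP fluorescence to mean of DMSO wells on the plate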
MEP2-GFP yeast – modulators of MEP2-GFP levels in yeast, primary screen, S. cerevisiae, multiplex flow cytometry, MLPCN library; GFP response vs DMSO, % at 10 µM; S. cerevisiae MEP2-GFP strain, 3 h; 100% = DMSO control level; 0.51% of 330,000 active;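 active = GFP response versus DMSO above a set limit, roughly screen mean plus 3 SD, cut at about 180% in these data; inconclusive = fewer than 70 cells counted for a yeast strain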;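 also: median GFP fluorescence of the barcode-gated MEP2-GFP cells per well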
RPL19A TOR yeast – RPL19A-GFP expression modulators in yeast, primary screen, cell-based, S. cerevisiae, multiplex flow cytometry, MLPCN; percent response vs DMSO, % at 10 µM; AID 2025, 2009; S. cerevisiae RPL19A-GFP strain, 3 h; stronger effect = lower value; 0.3% of 330,000 active;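 active = percent response vs DMSO below 50%; inconclusive = fewer than 70 events counted for the yeast strain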;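 also: median channel GFP fluorescence of the barcoded RPL19A-GFP strain; ratio of sample median GFP to plate DMSO average so 100% = DMSO; lower means less RPL19A-GFP as with rapamycin TOR inhibition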
LAP4 TOR yeast – modulators of LAP4-GFP expression in yeast, primary screen, S. cerevisiae, multiplex flow cytometry, MLPCN library | 3 h; median GFP as percent of DMSO wells | GFP response vs DMSO, % at 10 µM | 0.34% of 320,000 active;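 active = GFP response vs DMSO above a set limit, about the screen mean plus 3 SD, cut at about 150% in these data; inconclusive = under 70 cell events counted for the yeast strain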
CR mimetic SO – reduction of superoxide in aged yeast, primary screen, HTS; S. cerevisiae aged cells, superoxide DHE fluorescence; stronger effect = lower value; superoxide response (% of plate mean), % at 10 µM; 0.18% of 330,000 active; AID 2690, 2010;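 active = superoxide response under a set limit, about three screen SD below normal, cut at about 65% in these data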;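 also: yeast aged for seven days with compound at 30 °C before DHE staining; 100% = average MFI of all compound-treated wells on the plate with controls excluded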
VLA-4 inh – inhibition in human VLA-4 binding assay, primary screen, VLA-4 allosteric modulator project, MLPCN library, flow cytometry, VLA-4 expressing cells | Integrin alpha-4 (Homo sapiens), P13612 | ligand binding flow cytometry | inhibition, % (about 7 µM as worked out from the volumes in the protocol) | 0.2% of 330,000 active; in the data active = inhibition above about 50%
GRK2 aptamer HTS – compounds blocking aptamer binding on GRK2 – biochemical, human GRK2, bead flow cytometry, HTS, primary screen. inhibition of aptamer binding, % at 10 µM. 0.59% of 330,000 active. FAM-aptamer displacement from GRK2. Beta-adrenergic receptor kinase 1 (Homo sapiens), P25098;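 active = inhibition of aptamer binding above 40%, roughly 3 SD of noise, on plates passing a quality check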;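 also: median bead fluorescence of bound FAM aptamer so fluorescent compounds give negative values; no value below 0 was filed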
Target sequence (P25098 whole entry, looked up): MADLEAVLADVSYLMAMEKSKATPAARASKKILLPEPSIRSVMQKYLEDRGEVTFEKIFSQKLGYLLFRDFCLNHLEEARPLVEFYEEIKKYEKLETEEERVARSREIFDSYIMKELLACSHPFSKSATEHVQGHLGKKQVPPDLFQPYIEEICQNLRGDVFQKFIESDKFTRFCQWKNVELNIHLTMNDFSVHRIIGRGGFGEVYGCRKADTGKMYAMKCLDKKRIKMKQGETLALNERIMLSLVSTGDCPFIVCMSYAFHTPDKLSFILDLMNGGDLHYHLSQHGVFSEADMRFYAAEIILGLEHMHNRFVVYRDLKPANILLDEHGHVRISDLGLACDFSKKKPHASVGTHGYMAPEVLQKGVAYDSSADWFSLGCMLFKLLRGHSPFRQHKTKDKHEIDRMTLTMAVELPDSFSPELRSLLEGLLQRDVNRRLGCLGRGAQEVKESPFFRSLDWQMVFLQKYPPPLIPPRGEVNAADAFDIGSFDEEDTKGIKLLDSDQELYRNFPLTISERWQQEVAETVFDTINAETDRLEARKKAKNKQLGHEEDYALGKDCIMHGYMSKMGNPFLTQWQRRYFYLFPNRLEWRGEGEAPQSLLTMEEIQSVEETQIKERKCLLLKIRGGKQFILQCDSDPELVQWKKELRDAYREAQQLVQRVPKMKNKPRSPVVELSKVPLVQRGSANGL
Starred values were filed as active, the others as inactive; u = inconclusive; x = no result given; [ ] = remark or other dose.

SMILES | AGP1-GFP MLPCN | CIT2-GFP yeast | MEP2-GFP yeast | RPL19A TOR yeast | LAP4 TOR yeast | CR mimetic SO | VLA-4 inh | GRK2 aptamer HTS
O=C(COC(=O)c1ccccn1)NNC(=O)c1ccc(Br)cc1 | 88 | 87 | 95 | 104 | 87 | 88 | 6 | 0
CC(/C=N/NC(=O)CSc1nnc(SCc2ccccc2)s1)=C\c1ccco1 | 98 | 95 | 91 | 99 | 96 | 98 | 10 | 0
CNS(=O)(=O)c1cc(NC(=O)c2cccc3cccnc23)ccc1C | 104 | 99 | 108 | 105 | 103 | 117 | 1 | 0
CCOC(=O)C1=C(C)N=C2SC(C(=O)OC)=CC(=O)N2C1c1cccc(OC)c1 (stereo unspecified) | 105 | 101 | 91 | 103 | 98 | 113 | 9 | 5
O=c1c2cc(NC(=S)N3CCCCC3)ccc2nc2n1CCCCC2 | 105 | 110 | 100 | 93 | 112 | 89 | 5 | 1
O=C(c1ccc(NS(=O)(=O)/C=C/c2ccccc2)cc1)N1CCCCC1 | 96 | 90 | 107 | 95 | 99 | 84 | -2 | 2
CCCCn1c(N)c(N(CCOC)C(=O)c2ccc(Cl)c(S(=O)(=O)N3CCCC3)c2)c(=O)[nH]c1=O | 90 | 112 | 103 | 107 | 72 | 103 | -4 | 0
COc1ccccc1NC(=O)Cn1nnc(-c2ccccc2NS(=O)(=O)c2ccccc2)n1 | 117 | 103 | 112 | 101 | 101 | 123 | 3 | 0
Cc1cc(C)cc(NC(=O)CN2C(=O)NC(C)(c3ccccc3)C2=O)c1 (stereo unspecified) | 100 | 97 | 104 | x | 94 | 102 | 4 | 1
CCOC(=O)c1c(NC(=O)CCN2CCOCC2)sc(C)c1-c1ccccc1 | 102 | 114 | 104 | 104 | 86 | 115 | 2 | 0
CCCCc1ccc(N2C(=NC(=O)C3CCCO3)SC3CS(=O)(=O)CC32)cc1 (stereo unspecified) | 98 | 108 | 94 | 96 | 91 | 101 | 4 | 0
CC(C)(C)c1cc(C(=O)O)nn1-c1ccccc1 | 101 | 94 | 97 | 102 | 106 | 103 | 4 | 0
c1ccc(-c2nnc(CN3CCN(c4ccccc4)CC3)o2)cc1 | 96 | 98 | 98 | 99 | 94 | 92 | 11 | 0
Cc1cccc(OCC(=O)NC(=S)NNC(=O)c2ccncc2)c1 | 100 | 98 | 99 | 99 | 100 | 105 | 23 | 7
Cc1ccc(C(=O)OCC(=O)NC2CCCCC2)cc1S(=O)(=O)N1CCCCC1 | 108 | 101 | 109 | 100 | 108 | 111 | 6 | 0
Cc1ccc(-c2csc(NC(=O)c3ccno3)n2)cc1 | 79 | 81 | 92 | 96 | 104 | 100 | -1 | 21
Cc1cccc(Nc2ccc([N+](=O)[O-])cc2C(=O)O)c1 | 91 | 88 | 70 | 104 | 112 | 92 | 4 | 2
COc1ccc2nc(NCc3ccccc3)[nH]c2c1 | 106 | 104 | 113 | 98 | 110 | 97 | -7 | 1
CC1(C)COC(Cn2c3ccccc3c3ccccc32)O1 (stereo unspecified) | 104 | 95 | 99 | 95 | 112 | 101 | 13 | 0
COc1ccc(NC(=O)CS(=O)CC(=O)Nc2ccc(F)cc2F)cc1 (stereo unspecified) | 90 | 97 | 102 | 93 | 89 | 110 | -9 | 2
CC1CCCC(=NNC(=O)C2COc3ccccc3O2)C1 (stereo unspecified) | 99 | 104 | 97 | 95 | 99 | 96 | 9 | 0
CCN(CC(=O)NCc1cccs1)C(=O)c1ccc(S(=O)(=O)Nc2cccc(C)c2C)cc1 | 99[may fluoresce green] | 99[may fluoresce green] | 89[may fluoresce green] | 98[may fluoresce green] | 95[may fluoresce green] | 97 | 9 | 0
COC(=O)COc1cccc2c(=O)n(CC(=O)NCCc3ccccc3)ccc12 | 100 | 103 | 97 | 100 | 94 | 83 | 12 | 0
Cc1ccc(N2CCN(C(=O)N3CCCC3)CC2)cc1C | 90 | 96 | 98 | 97 | 108 | 126 | -2 | 0
O=C(c1cc(COc2cccc(C(F)(F)F)c2)on1)N1CCC(c2ccncc2)CC1 | u | 95[may fluoresce red] | u | u | 99[may fluoresce red] | 93 | 11 | 0
COc1ccc(S(=O)(=O)N2CCOC2CNC(=O)C(=O)NCc2ccccn2)cc1C (stereo unspecified) | 102 | 98 | 96 | 101 | 99 | 99 | -26 | 2
Cc1cccc(NC(=O)c2cc([N+](=O)[O-])ccc2N2CCN(C)CC2)c1 | 104 | 99 | 98 | 100 | 102 | 101 | -6 | 1
CCN(CC)c1ccc(NC(=O)Cn2c(C(C)NC(=O)c3ccccc3)nc3ccccc32)cc1 (stereo unspecified) | 95 | 95 | 94 | 96 | 91 | 86 | -49 | 0
CC(C)N(Cc1ccccc1)S(=O)(=O)c1cccs1 | 106 | 107 | 97 | 94 | 117 | 85 | 1 | 2
COc1cccc(NC(=O)CSc2nnc(-c3cccs3)n2C)c1 | 95 | 104 | 100 | 100 | 100 | 107 | 6 | 1
CCN(Cc1ccccc1)C(=O)c1ccc(C)c(S(=O)(=O)N2CCCCC2)c1 | 100 | 112 | 101 | 98 | 100 | 95 | -1 | 1
O=C(NCc1ccc(-c2nc3ccccc3s2)cc1)c1ccc(Br)o1 | 103 | 90 | 90 | 107 | 92 | 94 | -3 | 0
COc1ccc(CCNC(=O)CCc2ccc(S(=O)(=O)NC(C)C)cc2)cc1OC | 106 | 106 | 105 | 107 | 101 | 95 | 2 | 3
O=C(CCCN1C(=O)/C(=C/c2cccs2)SC1=S)Nc1ccc(C(=O)O)cc1 | 106 | 96 | 96 | 98 | 100 | 116 | 9 | 0
N#Cc1cccc2c1-c1ccccc1/C2=N/NC(N)=S | 97 | 104 | 123 | 98 | 141 | 96 | 3 | 0
Cc1nn(-c2ccccc2)c2ncc(C(=O)c3cc(Cl)ccc3O)cc12 | 101 | 91 | 98 | 95 | 93 | 89 | 9 | 0
CC1(C)Cc2ccccc2-c2nnc(-c3ccccc3)n21 | 91 | 78 | 100 | 93 | 86 | 95 | 0 | 0
O=C(C1CC1)N1CCc2cc(Br)cc(S(=O)(=O)N3CCOCC3)c21 | u | u | 214*[may fluoresce violet] | 18*[may fluoresce violet] | 78[may fluoresce violet] | 84 | 25 | 0
CC(=O)Nc1ccc(NC(=O)CSc2nc3ccccc3nc2N2CCCCC2)cc1 | 104 | 103 | 104 | 105 | 97 | 138 | -1 | 0
COc1cc(Cl)c(C)cc1NC(=O)CC1SC(N2CCOCC2)=NC1=O (stereo unspecified) | 91 | 86 | 92 | 92 | 87 | 129 | 15 | 0
Cc1cc(C(=O)COC(=O)c2ccc[nH]c2=O)c(C)n1C | 106 | 101 | 104 | 106 | 93 | 103 | 8 | 2
S=c1[nH]cnc2scc(-c3ccc(Cl)cc3)c12 | 92 | 94 | 94 | 93 | 114 | 118 | 2 | 0
COc1ccc(S(=O)(=O)N2CCOC2CNC(=O)C(=O)NCc2cccnc2)cc1OC (stereo unspecified) | 102 | 89 | 97 | 94 | 102 | 103 | 2 | 0
CCc1ccc(OCC(=O)NC(=S)Nc2ccc(F)cc2)c(Br)c1 | 98 | 99 | 99 | 98 | 92 | 111 | 16 | 8
CCn1c(SCC(=O)NCc2ccco2)nc2c(c1=O)SC(C)C2 (stereo unspecified) | 103 | 102 | 101 | 97 | 105 | 102 | -3 | 3
Cc1ccc(Nc2cnn(C34CC5CC(CC(CC(=O)O)(C5)C3)C4)c(=O)c2Cl)cc1 | 101 | 95 | 103 | 96 | 98 | 95 | -1 | 2
Cc1cc2c(c(=O)n1CCN(C)C)C(c1ccncc1)C(C#N)=C(N)O2 (stereo unspecified) | 96 | 88 | 92 | 94 | 93 | 106 | 9 | 0
COc1cc(OC)cc(C(=O)Nc2cccc(N3CCCC3)c2)c1 | 101 | 97 | 104 | 102 | 104 | 104 | 8 | 0
Cc1cccc(C)c1NC(=O)c1ccc(-c2ccc(Cl)cc2Cl)o1 | 103 | 105 | 100 | 103 | 96 | 94 | -1 | 3
Cc1ccc(S(=O)(=O)N/N=C/c2cc(Br)c(C)o2)cc1 | 103 | 100 | 97 | 101 | 99 | 91 | 12 | 0
COc1ccc(CN2CCN(C(=O)CC(C)C)CC2)c2ccccc12 | 111 | 104 | 105 | 103 | 100 | 88 | -19 | 5
ClC(Cl)(Cl)c1nc(N/N=C/c2ccncc2)c2ccccc2n1 | 100 | 97 | 98 | 99 | 106 | 94 | 6 | 2
COCC(=O)NC1CCCCCC1 | 103 | 102 | 103 | 100 | 116 | 98 | -3 | 2
O=C(N1CCOCC1)n1nnc2ccccc21 | 110 | 108 | 113 | 105 | 105 | 122 | 19 | 0
Cc1ccc(CCc2nnc(SCC(=O)Nc3cccc(Cl)c3)n2-c2ccccc2)o1 | 100 | 93 | 102 | 96 | 96 | 111 | -11 | 0
CCOC(=O)NC(Nc1nnc(SCC)s1)(C(F)(F)F)C(F)(F)F | 109 | 102 | 118 | 109 | 118 | 99 | 20 | 0
Oc1ccc(Br)cc1-c1cc(-c2ccccc2F)[nH]n1 | 112 | x | 110 | 116 | 126 | 112 | 5 | 3
COc1cccc(NC(=O)N2CCC(C(=O)Nc3ccc(C)cc3C)CC2)c1 | 104 | 102 | 94 | 97 | 100 | 86 | 5 | 0
CCOC(=O)N1CCC(NC(=O)c2cc(C(=O)Nc3cccc(OC)c3)ccc2CO)CC1 | 100 | 106 | 89 | 99 | x | 99 | -3 | 0
COc1ccc(-c2cc(C(=O)NNC3=NCCC3)c3c(C)nn(-c4ccccc4)c3n2)cc1 | 93 | 97 | 98 | 103 | 105 | 97 | 6 | 0

Two entries from above, with each value named.
c1ccc(-c2nnc(CN3CCN(c4ccccc4)CC3)o2)cc1
- AGP1-GFP MLPCN: 96
- CIT2-GFP yeast: 98
- MEP2-GFP yeast: 98
- RPL19A TOR yeast: 99
- LAP4 TOR yeast: 94
- CR mimetic SO: 92
- VLA-4 inh: 11
- GRK2 aptamer HTS: 0

Cc1cccc(OCC(=O)NC(=S)NNC(=O)c2ccncc2)c1
- AGP1-GFP MLPCN: 100
- CIT2-GFP yeast: 98
- MEP2-GFP yeast: 99
- RPL19A TOR yeast: 99
- LAP4 TOR yeast: 100
- CR mimetic SO: 105
- VLA-4 inh: 23
- GRK2 aptamer HTS: 7

(more compounds)
SMILES | AGP1-GFP MLPCN | CIT2-GFP yeast | MEP2-GFP yeast | RPL19A TOR yeast | LAP4 TOR yeast | CR mimetic SO | VLA-4 inh | GRK2 aptamer HTS
Cc1ccc(C(CNS(=O)(=O)c2ccc(F)cc2C)N2CCN(C)CC2)cc1 (stereo unspecified) | 106 | 92 | 99 | 93 | 99 | 98 | 17 | 0
C=C(C)CNC(=S)N1CCNC(=O)C1CC(=O)OC (stereo unspecified) | 100 | 99 | 100 | 100 | 93 | 94 | 20 | 4
CN(Cc1c(C(=O)N/N=C/c2ccccc2)nnn1-c1nonc1N)C1CCCCC1 | 106 | 99 | 107 | 94 | 99 | 97 | -4 | 0
CC1=C(C(=O)OC(C)C)C(c2ccc(F)cc2)NC(=O)N1 (stereo unspecified) | 103 | 92 | 99 | 106 | 106 | 85 | -1 | 1
O=C(NC(=S)Nc1c(F)cc(F)cc1Br)c1ccc2c(c1)OCCO2 | 98 | 91 | 106 | 95 | 98 | 99 | -8 | 0
O=C(NCCCn1ccnc1)c1ccc(S(=O)(=O)N2CCCCCC2)cc1 | 99 | 101 | 120 | 100 | 102 | 91 | 13 | 0
